# AmpC inh det: AmpC beta-lactamase inhibition, detergent assay. P00811. purified AmpC, nitrocefin hydrolysis with detergent. Potency, µM (highest dose often 28.7 µM), without a hit: at the highest dose activity change, negative = inhibition. 71,000 compounds, 0.09% hits; active = well fitted curve in the direction sought with a large enough effect
# Target sequence (P00811 whole entry, looked up): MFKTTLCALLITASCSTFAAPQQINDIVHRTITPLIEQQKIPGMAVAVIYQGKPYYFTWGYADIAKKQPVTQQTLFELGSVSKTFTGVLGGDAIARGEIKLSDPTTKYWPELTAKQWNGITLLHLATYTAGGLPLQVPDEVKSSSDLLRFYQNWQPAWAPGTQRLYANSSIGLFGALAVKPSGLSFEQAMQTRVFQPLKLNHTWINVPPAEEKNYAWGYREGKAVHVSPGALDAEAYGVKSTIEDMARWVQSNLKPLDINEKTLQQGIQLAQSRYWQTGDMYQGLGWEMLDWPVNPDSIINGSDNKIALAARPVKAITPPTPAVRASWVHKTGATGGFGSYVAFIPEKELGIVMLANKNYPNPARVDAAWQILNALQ
#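 E. coli AmpC (5.3 nM) in 20 mM phosphate pH 7.0 with 0.01% Triton X-100, preincubated 15 min RT with compound; nitrocefin (2 uL of 800 uM stock) hydrolysis followed by 480 nm absorbance every 20 s over 4 min.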
# Numbers without * were called inactive; [ ] = another dose, or the depositor's remark. % is set by controls: 0 for no effect and ±100 for the full control effect; potency is the fitted concentration of half-maximal effect.
item	canonical_smiles	AmpC inh det
1	COc1ccc(NC(=O)CS(=O)CC(=O)Nc2ccc(OC)c(OC)c2)cc1 (centres undefined)	-1%
2	CCCCn1c(S(=O)(=O)O)nc2ccccc21	-1%
3	COc1ccc(-c2oc3ccc(C)cc3c(=O)c2O)cc1OC	2%
4	Fc1cccc(NCc2cn3ccccc3n2)c1	0%
5	CCCC(=O)Nc1ccc(N2CCN(C(=O)CCC)CC2)cc1	11%
6	O=S(=O)(c1ccccc1)c1nc(-c2ccco2)oc1N1CCOCC1	-4%
7	CCN1CCN(C(=O)Cc2coc3cc(C)cc(C)c23)CC1	-3%
8	CCN(CC)S(=O)(=O)c1ccc(OC(C)C)nc1	-2%
9	Cc1ccc(S(=O)(=O)Cc2ccc(C(=O)NCCCN3CCN(C)CC3)o2)cc1	-7%
10	Cc1cccc2cc(CN(CC3CCCO3)C(c3nnnn3Cc3ccco3)C(C)C)c(=O)[nH]c12 (centres undefined)	7%
11	C(=C\c1ccccc1)/CSc1nnc(-c2ccncc2)n1Cc1ccco1	-7%
12	CCOC(=O)C1=C(C)N(C)C(=O)NC1c1ccccc1OC (centres undefined)	6%
13	COc1ccc(NCc2c(O)ccc3ccccc23)cc1	-4%[5.75 µM]
14	Cc1noc(C)c1S(=O)(=O)N1CCN(Cc2ccc3c(c2)OCO3)CC1	12%
15	Clc1ccccc1-c1nnc2sc(C3COc4ccccc4O3)nn12 (centres undefined)	-3%
16	CCc1cccc(C)c1NC(=O)CSc1nnc(-c2cc3cc(Br)ccc3o2)n1CC	-3%
17	CCOC(=O)c1c(C)c(C(=O)NCc2cccnc2)c(C)n1C	-4%
18	C=CCn1c(-c2ccccc2)c[nH]c1=S	14%
19	Cc1sc2ncnc(SCC#N)c2c1C	0%
20	COc1ccc(CCNC(=O)C2CC2)cc1OC	-3%
21	c1ccc(N2CC[N+]3(CCCC3)CC2)nc1	-2%
22	Cc1cccc(OCC(O)CN2C(C)(C)CC(O)CC2(C)C)c1C (centres undefined)	-1%
23	O=c1cc(-c2ccc(O)c(O)c2)oc2cc(O[C@@H]3O[C@@H](CO)[C@@H](O)[C@@H](O)[C@H]3O)cc(O)c12	-1%
24	Cc1cc(C)n(-c2nc3c(c(=O)[nH]c(=O)n3C)n2CC(O)COc2ccccc2C)n1 (centres undefined)	1%
25	COc1ccc(NC(=O)N2CC[C@@]3(CCCN(C(=O)c4ccc(OC)cc4)C3)C2)cc1	-2%

# Two compounds picked at random from those above, as already listed:
item	canonical_smiles	AmpC inh det
6	O=S(=O)(c1ccccc1)c1nc(-c2ccco2)oc1N1CCOCC1	-4%
4	Fc1cccc(NCc2cn3ccccc3n2)c1	0%

# Already shown: an excerpt of the list.
item	canonical_smiles	AmpC inh det
1	COc1ccc(NC(=O)CS(=O)CC(=O)Nc2ccc(OC)c(OC)c2)cc1 (centres undefined)	-1%
2	CCCCn1c(S(=O)(=O)O)nc2ccccc21	-1%
3	COc1ccc(-c2oc3ccc(C)cc3c(=O)c2O)cc1OC	2%

# More compounds
item	canonical_smiles	AmpC inh det
26	COc1ccc2cc3cc(C(=O)NCC4CCCO4)oc3nc2c1 (centres undefined)	-3%
27	Cc1nn(C)c(C)c1S(=O)(=O)NCc1cccs1	-2%
28	COc1ccc(S(=O)(=O)N2CCN(Cc3cccc(Cl)c3)CC2)cc1	3%
29	COc1ccccc1N(CC(=O)NC(C)(C)C)C(=O)Cn1nnc(-c2ccc(C)o2)n1	-1%
30	Cc1cccc2cc(CN(Cc3cccs3)Cc3nnnn3Cc3ccccc3)c(=O)[nH]c12	1%
31	Cc1ccc(Cl)cc1N1CCN(C(=O)Cn2ccc3ccccc3c2=O)CC1	-5%
32	Cc1sc2ncnc(OCC(=O)c3ccc(S(=O)(=O)N4CCCC4)cc3)c2c1C	-3%
33	O=C(O)[C@@H]1CCCN1	-4%[5.75 µM]
34	O=C(NCc1ccco1)[C@@H]1CSC2c3ccccc3C(=O)N21 (some centres undefined)	-3%
35	CCc1c(C)c2c(C)[nH]nc2oc1=O	-1%
36	COc1ccc(CCNC(=O)CCCCn2c(=O)[nH]c3ccccc3c2=O)cc1OC	1%
37	COc1ccccc1C1C(C(N)=O)=C(C)Nc2nc(-c3ccccc3Cl)nn21 (centres undefined)	5%
38	CC(=O)c1cc2c(cc1NS(=O)(=O)c1ccc(C)cc1)OCCO2	-7%
39	O=C(CSc1nc2ccsc2c(=O)n1NC(=O)c1ccccc1)Nc1nccs1	11%
40	N#Cc1ccc(CN2CCC3(CC2)CCN(C(=O)c2cc(C(F)(F)F)cc(C(F)(F)F)c2)CC3)cc1	1%
41	CCSc1nc2cc(OC)c(OC)cc2c(=O)n1CC	-5%
42	CCOC(=O)N1CCC(NC(=O)c2ccc3c(c2)N(CC)CCS3)CC1	14%
43	Cc1ccccc1Nc1nnc(SCC(=O)NC(=O)NCc2ccco2)s1	-1%
44	O=C(Cn1cc2c(n1)CCCCC2)NC1CCN(Cc2ccccc2)CC1	6%
45	COc1cccc(-c2cc(=O)c3cc(O)ccc3o2)c1	-1%
46	CCOC(=O)c1c(C)c(P(=S)(N2CCOCC2)N2CCOCC2)n(C)c1C	-1%
47	CCOc1ccccc1C(=O)NC1CCN(Cc2nnnn2C2CCCC2)CC1	-1%
48	Cn1c(=O)c2[nH]cnc2n(C)c1=O.[CH2-][C@H](Cc1cccc2cc(C(=O)O)c(=O)oc12)OC.[Hg].[OH-]	-3%[5.75 µM]
49	N#CC(C#N)=C(N)/C(C#N)=C/c1ccc(O)cc1	-1%
50	CC1=C(C(=O)OCC(C)C)C23C(=O)c4ccccc4C2(O1)OC(N)=C3C#N (centres undefined)	-5%

# Remaining list, next part
item	canonical_smiles	AmpC inh det
51	O=C(O)CCSC1=NCCN1	-8%[5.75 µM]
52	C[C@H]1CC[C@]2(OC1)O[C@@H]1C[C@@H]3[C@@H]4CC[C@H]5C[C@@H](O)CC[C@]5(C)[C@@H]4CC(=O)[C@@]3(C)[C@H]1[C@@H]2C	-4%[12.8 µM]
53	O=C(NCc1ccccn1)Nc1cccc(Cl)c1	10%
54	O=S(=O)(O)c1ccc2c(N=Nc3cccc4ccccc34)c(O)c(S(=O)(=O)O)cc2c1	-4%[5.75 µM]
55	CCOC(=O)c1cccc(NC(=O)c2cnccn2)c1	-1%
56	O=C(COc1ccccc1)NCCSc1ccccc1	7%
57	COc1ccc2c(Cl)c(C(N)=O)sc2c1	12%
58	COCCNC(=O)C(c1ccco1)N(C(=O)Cn1nnc2ccccc21)c1cccc(C)c1C (centres undefined)	-3%
59	Cc1onc(-c2ccccc2)c1C(=O)Nc1ccccc1N1CCOCC1	-2%
60	CSCCC(Nc1ncnc2ccc(Br)cc12)C(=O)O (centres undefined)	8%
61	CCCCn1nnnc1SCC(=O)Nc1sc2c(c1C#N)CCCC2	12%
62	Brc1ccc(-c2nnc3sc(CN4CCN(c5ccccc5)CC4)cn23)cc1	-2%
63	CCOC(=O)c1ccc(NC(=O)CSc2ncccn2)cc1	-3%
64	Cn1cccc1C(=O)N1CCC2(CCCN(Cc3ccc(C#N)cc3)C2)CC1	-1%
65	COC(=O)C1CCN(C(=O)c2c(-c3ccccc3Cl)noc2C)CC1	-5%
66	O=C(O)CSCC(=O)c1ccccc1	0%
67	CCSc1nnc(NC(=O)CSc2nc3c(c(=O)n2-c2ccccc2OC)SCC3)s1	-1%
68	OC(COc1ccc2ccccc2c1)CN1CCN(c2ccc(F)cc2)CC1 (centres undefined)	13%
69	CCOC(=O)c1ccoc1CSCc1ccc(C(=O)OC)o1	-4%
70	O=c1[nH]c(NCc2ccccc2)nc2c1CCCC2	-1%
71	NS(=O)(=O)c1cc2c(cc1Cl)NC=NS2(=O)=O	8%
72	O=C(Nc1ccc2c(c1)OCO2)c1c(F)c(F)c(F)c(F)c1F	-4%
73	O=C(COC(=O)c1ccccn1)Nc1cccc(Cl)c1	6%
74	Cc1cc(-n2c(C)cc(C(=O)CSc3nnnn3-c3ccc(Cl)cc3)c2C)no1	-7%
75	Nc1ccc(O)cc1	10%

# Entries listed so far that have bromine (3):
item	canonical_smiles	AmpC inh det
16	CCc1cccc(C)c1NC(=O)CSc1nnc(-c2cc3cc(Br)ccc3o2)n1CC	-3%
60	CSCCC(Nc1ncnc2ccc(Br)cc12)C(=O)O (centres undefined)	8%
62	Brc1ccc(-c2nnc3sc(CN4CCN(c5ccccc5)CC4)cn23)cc1	-2%

# (cont.)
item	canonical_smiles	AmpC inh det
76	Cc1sc2c(c1C)CN(Cc1ccco1)CN2C(=O)c1ccccc1	1%
77	C[N+]1(C)CCO[C@@](O)(c2ccc(-c3ccc([C@]4(O)C[N+](C)(C)CCO4)cc3)cc2)C1	-5%
78	O=C(O)CCSCc1ccccc1	-3%[5.75 µM]
79	COc1cccc(-c2nc(NCCN3CCOCC3)c3ccccc3n2)c1	12%
80	[O-][n+]1ccc(C2CC2)cc1	-3%
81	CS(=O)(=O)Nc1cccc(-c2ccc3ncnc(NCc4cccs4)c3c2)c1	6%
82	COc1ccc(N2C(=O)C(Cl)=C(Nc3c(C)n(C)n(-c4ccccc4)c3=O)C2=O)cc1	-2%
83	Cc1ccc(C(=O)C2=C(O)C(=O)N(CCCn3ccnc3)C2c2ccc(OC(C)C)cc2)o1 (centres undefined)	-1%
84	CO[C@H]1[C@@H](OC(N)=O)[C@H](O)[C@@H](Oc2ccc3c(O)c(NC(=O)c4ccc(O)c(CC=C(C)C)c4)c(=O)oc3c2C)OC1(C)C	4%[12.8 µM]

# Six entries already listed, arranged by SMILES length, ascending.
item	canonical_smiles	AmpC inh det
78	O=C(O)CCSCc1ccccc1	-3%[5.75 µM]
76	Cc1sc2c(c1C)CN(Cc1ccco1)CN2C(=O)c1ccccc1	1%
81	CS(=O)(=O)Nc1cccc(-c2ccc3ncnc(NCc4cccs4)c3c2)c1	6%
83	Cc1ccc(C(=O)C2=C(O)C(=O)N(CCCn3ccnc3)C2c2ccc(OC(C)C)cc2)o1 (centres undefined)	-1%
77	C[N+]1(C)CCO[C@@](O)(c2ccc(-c3ccc([C@]4(O)C[N+](C)(C)CCO4)cc3)cc2)C1	-5%
84	CO[C@H]1[C@@H](OC(N)=O)[C@H](O)[C@@H](Oc2ccc3c(O)c(NC(=O)c4ccc(O)c(CC=C(C)C)c4)c(=O)oc3c2C)OC1(C)C	4%[12.8 µM]

# This is a subset; the hit share may differ from the screen's.
